# TDP2 absorb – TDP2 (human) inhibition, absorbance primary screen; O95551; recombinant TDP2, T5PNP hydrolysis, p-nitrophenol absorbance 415 nm; inhibition, % at 12.8 µM; actives 0.34% (n = 370,000); AID 720702;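 active = inhibition above the mean of all tested compounds plus 3 SD, set per campaign, cut at about 25% in these data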;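 also: 0% = DMSO with enzyme and 100% = buffer with substrate but no TDP2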
#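 test system = human TDP2 enzyme | input = TDP2 enzyme at 120 nM final | medium = 50 mM Tris-HCl pH 7.5 with Mg2+, KCl, DTT, BSA | also added = T5PNP substrate, 5 mM | times = 2 h at 37 °C | technique = epi absorbance | benchmarks = high control without enzyme, low control DMSO plus TDP2 | replication = each compound tested once, singlicate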
# PRMT1 inh – PRMT1 (human) inhibition, primary screen; inhibition, % at 2.79 µM; actives 1.3% (n = 370,000); recombinant PRMT1, activity-based probe fluorescence polarization; Q99873;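 active = inhibition above about 21% made by adding two undisclosed values, limit read from the data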
# Target sequence (Q99873 whole entry, looked up): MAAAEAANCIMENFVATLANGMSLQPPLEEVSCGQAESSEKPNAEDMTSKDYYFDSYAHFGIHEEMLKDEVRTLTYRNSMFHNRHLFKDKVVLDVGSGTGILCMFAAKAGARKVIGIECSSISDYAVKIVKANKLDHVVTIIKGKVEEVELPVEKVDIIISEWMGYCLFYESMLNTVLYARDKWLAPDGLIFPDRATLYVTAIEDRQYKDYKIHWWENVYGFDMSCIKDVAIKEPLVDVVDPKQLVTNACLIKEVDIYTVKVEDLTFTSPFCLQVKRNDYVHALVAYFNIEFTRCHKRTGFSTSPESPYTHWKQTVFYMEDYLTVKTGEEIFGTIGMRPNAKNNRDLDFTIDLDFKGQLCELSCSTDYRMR
# SIAE primary – human SIAE inhibition, primary screen | SIAE FP-Rh probe binding, fluorescence polarization | actives 0.69% (n = 370,000) | Q9HAT2 | inhibition, % at 9.66 µM;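 active = inhibition above a cutoff: mean of compounds within the control limits plus 3 SD of those, cut at about 17% in these data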;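 also: 0% = plate median of compound wells and 100% = probe without SIAE protein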
# LEDGF integ inh – blocks HIV-1 LEDGF/p75-dependent DNA integration; TR-FRET IN-LEDGF/p75 DNA integration, Eu/Cy5; inhibition, % at 3.7 µM; actives 0.64% (n = 370,000);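 active = inhibition above the screen-wide mean plus 3 SD, cut at about 13% in these data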;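 also: signal is the Cy5 over europium emission ratio at 671 and 618 nm; 0% = plate median of compound wells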
# mABHD4 FP – ABHD4 (mouse) inhibition, primary FP screen. inhibition, % at 8.92 µM. Q8VD66. purified mABHD4, FP-Rh probe fluorescence polarization. actives 0.54% (n = 370,000). AID 720543;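 active = inhibition exceeding the mean over every tested compound plus 3 SD, cut at about 30% in these data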;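 also: 0% = plate median of compound wells and 100% = S159A mutant with DMSO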
#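 Material: mouse ABHD4 enzyme, wild type; Benchmarks: S159A mutant high control, sample median low control; Buffer or medium: HEPES pH 7.0, NaCl, Pluronic buffer; Signal: fluorescence polarization; Read-out: percent inhibition of probe binding, normalized to plate controls; Timing: pre-incubation 45 min, probe exposure 60 min, at 25 °C; Dosing: 8.92 µM, single dose.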
# NPR2 activator – GC-B (human) receptor activation; P20594; HEK293-GC-B cells, CNP EC30, cGMP TR-FRET; 0% at EC30 CNP, 100% saturating CNP; activation, % at 10 µM; actives 0.11% (n = 370,000); AID 1920062;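 active = activation at 10 µM reaching about 35% in either raw or pattern-adjusted values, limit read from the data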
# TCR CD3 inh – human TCR-CD3 binding inhibition; inhibition, % at 9.4 µM; actives 0.37% (n = 360,000); TAMRA-labeled TCR probe fluorescence, biochemical; in the data active = inhibition above about 19%;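 also: recombinant mutant TCR 2C K166C tagged with TAMRA read by polarization; 0% = receptor in buffer alone and 100% = receptor with positive control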
# HTRA1 inhibitor – HTRA1 (human) protease inhibition. Q92743. recombinant HTRA1, FP-rhodamine activity-based probe, fluorescence polarization. inhibition, % at 5.96 µM. actives 0.5% (n = 340,000). AID 504803; in the data active = inhibition above about 36%;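 also: 0% = enzyme with DMSO and 100% = wells lacking enzyme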
# rCAG RNA binder – binds r(CAG) RNA repeats. r(CAG) RNA repeat, TO-PRO-1 dye displacement fluorescence. inhibition, % at 3 µM. actives 1.3% (n = 370,000). AID 651821;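 active = inhibition above the plate cutoff, the mean of all test compounds on that plate plus 3 SD, cut at about 35% in these data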;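 also: 0% = DMSO alone and 100% = 100 µM mitoxantrone as full dye displacement; higher means more dye released from RNA so lower well fluorescence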
# MBD2 inh – blocks human MBD2 binding to methylated DNA. Q9UBB5. TR-FRET, MBD2 binding to methylated oligonucleotide. inhibition, % at 4.4 µM. actives 0.31% (n = 370,000); in the data active = inhibition above about 13%
# Target sequence (Q9UBB5 whole entry, looked up): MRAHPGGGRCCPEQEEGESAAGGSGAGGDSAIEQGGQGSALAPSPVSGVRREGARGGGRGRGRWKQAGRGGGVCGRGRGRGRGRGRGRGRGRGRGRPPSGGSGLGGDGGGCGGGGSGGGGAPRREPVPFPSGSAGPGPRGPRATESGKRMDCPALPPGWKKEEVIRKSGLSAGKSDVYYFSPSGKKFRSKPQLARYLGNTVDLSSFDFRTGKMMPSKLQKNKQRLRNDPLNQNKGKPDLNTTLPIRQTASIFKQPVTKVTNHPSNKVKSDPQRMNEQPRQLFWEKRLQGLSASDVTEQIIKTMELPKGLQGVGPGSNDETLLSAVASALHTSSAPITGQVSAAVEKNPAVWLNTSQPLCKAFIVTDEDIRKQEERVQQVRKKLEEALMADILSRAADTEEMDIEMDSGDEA
# * hit, by the source's call; nt = not tested or not shown; & = joins results of further samples. This is a subset; the hit share may differ from the screen's.
SMILES,TDP2 absorb,PRMT1 inh,SIAE primary,LEDGF integ inh,mABHD4 FP,NPR2 activator,TCR CD3 inh,HTRA1 inhibitor,rCAG RNA binder,MBD2 inh
Cc1nc(NC(=O)c2cc3ccccc3o2)ccc1Br,9,1,13,0,-2,-3,-1,-2,1,0
C[C@]12CC(O)C3C(CCC4=CC(=O)CC[C@@]43C)C1CCC2c1csc(-c2ccccc2)n1 (stereo not given in full),-4,2,-11,-2,1,2,1,-7,1,-1
CC1CC(C)(C)CC(=O)C1C(=O)c1ccccc1 (stereo not given),4,3,1,1,-9,8,-4,-5,0,1
COC(=O)c1ccc(OCC(O)CN2C(=O)c3ccccc3S2(=O)=O)cc1 (stereo not given),3,-2,5,-5,3,-4,-3,8,-1,-1
COc1ccc(C2CC(c3ccc(Cl)cc3)=NN2C(=O)c2cccc([N+](=O)[O-])c2)cc1 (stereo not given),-7,-5,0,-3,1,2,7,-2,1,-1
Nc1nc(SCC(=O)c2ccc(Cl)cc2)c2ncn(C3OC(CO)C(O)C3O)c2n1 (stereo not given),8,1,5,5,-5,5,-1,-5,5,0
CC(OC(=O)Cc1n[nH]c(=O)c2ccccc12)C(=O)Nc1ccc(F)cc1Cl (stereo not given),0,3,7,1,0,-4,-1,8,-3,2
O=C(COc1ccc(F)cc1Br)NCC1COc2ccccc2O1 (stereo not given),-4,2,8,-2,-8,-4,-5,-16,-2,-5
Cc1cn(CC(=O)NCc2ccc3c(c2)OCO3)c(=O)[nH]c1=O,7,2,-4,-2,4,0,-2,3,0,-1
O=[N+]([O-])c1ccc(Nc2nc(NC3CCCCC3)nc(N3CCCC3)n2)cc1,4,0,-6,0,2,0,2,-35,1,-2
COc1ccc(C2=NN(c3nc(C(=O)O)cs3)C(O)(C(F)(F)F)C2)c(OC)c1 (stereo not given),0,0,-9,-1,19,-1,7,4,27,-3
NC(=O)CC(NC(=O)Cc1ccc(Cl)cc1)c1ccc(NC2CCCC2)c([N+](=O)[O-])c1 (stereo not given),1,1,-5,0,-5,5,1,-3,4,3
CC1CC(C)CN(S(=O)(=O)N2CCCC(C(=O)NCCc3ccccc3)C2)C1 (stereo not given),-10,-3,6,0,8,5,5,7,-5,4
CN1C(=O)Cc2cc(S(=O)(=O)N3CCN(c4ccc(Cl)cc4)CC3)ccc21,-14,-1,-9,3,-9,0,-11,-7,15,0
O=C(CSc1nncn1-c1ccccc1F)NC1CCCCC1,0,1,2,1,-1,2,0,4,1,4

# In a second layout: 2 of the compounds above
CC1CC(C)CN(S(=O)(=O)N2CCCC(C(=O)NCCc3ccccc3)C2)C1 (stereo not given)
- TDP2 absorb: -10
- PRMT1 inh: -3
- SIAE primary: 6
- LEDGF integ inh: 0
- mABHD4 FP: 8
- NPR2 activator: 5
- TCR CD3 inh: 5
- HTRA1 inhibitor: 7
- rCAG RNA binder: -5
- MBD2 inh: 4

CC(OC(=O)Cc1n[nH]c(=O)c2ccccc12)C(=O)Nc1ccc(F)cc1Cl (stereo not given)
- TDP2 absorb: 0
- PRMT1 inh: 3
- SIAE primary: 7
- LEDGF integ inh: 1
- mABHD4 FP: 0
- NPR2 activator: -4
- TCR CD3 inh: -1
- HTRA1 inhibitor: 8
- rCAG RNA binder: -3
- MBD2 inh: 2

# One compound at a time, as listed above. Screens in order: TDP2 absorb	PRMT1 inh	SIAE primary	LEDGF integ inh	mABHD4 FP	NPR2 activator	TCR CD3 inh	HTRA1 inhibitor	rCAG RNA binder	MBD2 inh
# CC(OC(=O)Cc1n[nH]c(=O)c2ccccc12)C(=O)Nc1ccc(F)cc1Cl (stereo not given) across the screens: 0	3	7	1	0	-4	-1	8	-3	2
# C[C@]12CC(O)C3C(CCC4=CC(=O)CC[C@@]43C)C1CCC2c1csc(-c2ccccc2)n1 (stereo not given in full) across the screens: -4	2	-11	-2	1	2	1	-7	1	-1
# Nc1nc(SCC(=O)c2ccc(Cl)cc2)c2ncn(C3OC(CO)C(O)C3O)c2n1 (stereo not given) across the screens: 8	1	5	5	-5	5	-1	-5	5	0
# CC1CC(C)CN(S(=O)(=O)N2CCCC(C(=O)NCCc3ccccc3)C2)C1 (stereo not given) across the screens: -10	-3	6	0	8	5	5	7	-5	4
# Cc1nc(NC(=O)c2cc3ccccc3o2)ccc1Br across the screens: 9	1	13	0	-2	-3	-1	-2	1	0

# New compounds follow:
SMILES,TDP2 absorb,PRMT1 inh,SIAE primary,LEDGF integ inh,mABHD4 FP,NPR2 activator,TCR CD3 inh,HTRA1 inhibitor,rCAG RNA binder,MBD2 inh
CCOc1ccc(-c2c(C(=O)N/N=C/c3cccs3)nnn2-c2nonc2N)cc1,0,-1,6,-2,-6,0,8,12,11,-1
O=C(Nc1ccc(Cl)cc1Cl)C1=Cc2ccccc2OC1,-8,-2,-1,4,-8,1,2,-14,1,-7
CCS(=O)(=O)c1ccc2c(c1)NC(=O)C(CCCl)O2 (stereo not given),9,3,-2,0,3,-2,5,1,1,-6
CC1(C)CC(=O)C=C(c2ccc(-c3cnn(Cc4ccccc4)c3)cc2)C1=O,0,1,3,0,-3,1,-5,-23,6,-7
Cc1ccc(N2NC(C)(c3cccs3)NC2=S)cc1 (stereo not given),-9,13,8,-2,11,1,-8,14,-2,1
CC(=O)Nc1cccc(NC(=O)CSc2nc3c(c(=O)n(C)c(=O)n3C)n2C)c1,6,-3,-4,-1,1,2,-3,4,1,-2
Cc1cc(C)nc(NC(=O)/C=C/c2ccccc2Cl)n1,-11,-1,5,-4,0,-4,16,4,-2,-4
O=C(NCC1CCCO1)C1CC(=O)N(c2ccccc2)C1 (stereo not given),7,3,-2,-2,1,4,-2,-1,-2,4
COc1ccc(C(=O)O)cc1S(=O)(=O)NCCN(C)C,5,5,-9,-1,-6,-1,-3,-2,0,11
N#CCSc1ccc(-c2nc3ccccc3[nH]2)cn1,2,3,-10,-4,4,-1,-2,-2,-2,5
COc1cccc(/C=N/n2cncn2)c1OCC#N,-6,-2,6,-2,-1,2,0,-5,0,3
CCOc1ccc(CNC(=O)Cn2ccc3cc(S(=O)(=O)N4CCCCCC4)ccc32)cc1,10,-1,4,-2,-1,3,-4,-6,0,1
Cc1cc(NCCCn2ccnc2)n2ncc(-c3ccc(Cl)cc3)c2n1,8,-5,11,6,17,-9,-1,11,0,-4
O=C(Nc1ccc(Cl)cc1)N[C@@H]1CC[C@H](CCNS(=O)(=O)c2ccccc2F)O[C@@H]1CO,9,1,-5,-4,-8,2,-8,nt,2,6
O=C(c1ccc(C#Cc2ccccc2)o1)N1CCN(c2ccccn2)CC1,-15,0,2,9,-19,0,-1,-33,2,2
COc1ccc(NC(=S)N(CCCN2CCC(C)CC2)Cc2cccs2)cc1Cl,-9,4,-7,2,5,0,1,-5,-4,4
NNC(=O)c1cc2cc3ccccc3nc2s1,8,-5,4,4,-1,-8,5,-7,3,-5
CN(C)CCC(c1ccc(Cl)cc1)c1ccccn1 (stereo not given),4&4,-3&-1,-1&0,-1&3,-4&-10,-12&-15,8&4,8&2,1&1,2&6
COc1cc2nc(N3CCN(c4cc(C)ccc4C)CC3)nc(N)c2cc1OC,-2,-2,12,0,24,-2,-3,12,0,1
O=C(NCc1ccc(Cl)c(Cl)c1)c1ccco1,1,2,1,0,-1,3,-1,-1,2,3
COC(=O)c1ccc(CSc2nccn2C)cc1,7,2,0,0,2,0,7,8,-2,-5
CCCc1cc(N2CCCC(C(=O)Nc3c(OC)cccc3OC)C2)n2ncnc2n1 (stereo not given),2,1,0,2,-4,-2,-3,-4,-4,6
S=C1NCCOCCNC(=S)NCCOCCOCCN1,-9,1,1,3,-6,-4,8,4,-1,-2
O=C(c1cc(S(=O)(=O)N2CCN(c3ccccc3)CC2)ccc1Cl)N1CCCCCCC1,-10,-1,2,0,6,-3,1,-11,-2,-5
Cc1cc([N+](=O)[O-])ccc1NC(=O)CN1CCN(Cc2ccccc2)CC1,-16,-1,2,2,2,2,-10,4,-1,-6
Cc1cc(-c2n[nH]c(=S)n2-c2ccccc2)nn1C,2,-3,1,-1,-1,4,7,-1,2,0
c1ccc(Nc2n[nH]nc2-c2ccccc2)cc1,12,0,7,-3,-3,1,-1,2,2,0
C=CCn1c(SCC(=O)Nc2sc3c(c2C#N)CCC(C)C3)nc2cc(C(=O)O)ccc2c1=O (stereo not given),2,1,-4,1,3,4,-4,-8,31,4
[O-][n+]1c2ccccc2c2n1CCN1CCOC21c1ccc(Cl)cc1 (stereo not given),-4,0,7,0,0,-3,-5,-4,-2,1
Cc1cc(=O)[nH]c(N2CCOCC2)n1,8,-2,-1,-2,2,0,0,nt,0,2
CC1Cc2ccccc2N1C(=O)CSc1nnnn1-c1ccc2c(c1)OCCO2 (stereo not given),5,3,-5,-1,-5,0,-7,-15,3,2
CCOC(=O)c1nc(C)nc(Sc2n[nH]c(-c3ccccc3)n2)c1C,2,-1,0,0,2,2,-6,6,1,0
COc1ccc(-c2csc(NC(=O)CSCC(=O)Nc3cc(C)on3)n2)cc1OC,4,6,3,-4,13,-5,-7,-5,7,2
Cc1ccc(C(=O)NNC(=O)c2cc(C)nc3ccccc23)cc1,3,0,3,3,-4,-3,5,-4,5,-4
COc1ccc(C(=O)COC(=O)c2cc(=O)[nH]c3ccccc23)c(OC)c1,-4,3,2,-4,0,-7,-6,-5,7,-4
CCOc1ccc(Nc2ccc(S(=O)(=O)N3CCOCC3)cc2[N+](=O)[O-])cc1,-1,-1,7,-1,-2,2,7,14,2,-2
O=C(c1cc(F)ccc1F)C1CCCN(C(=O)c2ccc3nccnc3c2)C1 (stereo not given),0,0,-5,6,-5,3,-9,4,0,-3
Cc1nc(-c2ccccc2)cc(-c2ccccc2)n1,2,0,4,-4,-7,-5,-2,-9,-2,-2
Cc1ccc(C2=NN(S(C)(=O)=O)C(c3ccc4c(c3)OCO4)C2)cc1 (stereo not given),-16,0,2,5,-6,-5,2,0,0,-5

# Screening results (PubChem)
